Bioassay records: PubChem, National Center for Advancing Translational Sciences (NCATS)
ALDH1A1 inh: inhibitors of human aldehyde dehydrogenase 1A1 | P00352 | Purified ALDH1A1, NADH fluorescence, propionaldehyde substrate | Potency, µM (doses to about 75.3 µM), without a hit: at the top dose activity, negative = inhibition, hits mostly inhibitors | hit rate 7.3% among 220,000 | AID 1030; active = well fitted inhibition curve with a large enough effect, not every such curve was filed as active; inconclusive = small, poorly fitted or top-dose-only effect, or another doubt; inactive = no such curve, though single readings can be large or run the other way;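 also: plate controls were no enzyme wells and a reference inhibitor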
Epigenetic derep: epigenetic control regulation, reporter derepression. hit rate 0.2% among 280,000. Potency, µM (top dose mostly 53.9 µM), without a hit: at the top dose GFP activation, hits mostly activators. AID 1865. murine LDR cells, GFP reporter derepression, 30 h; also: % of control where 0% means no effect; nearly all actives have a fitted effect of over 60% in size
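Reporter derepression read as number of fluorescent GFP-positive objects, 20-120 um in size, counted by laser-scanning cytometer. Mouse LDR line with an epigenetically silenced CMV-GFP locus; compound incubation 30 h, 37 C.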
NPSR antagonist: blocks cAMP signaling of the human neuropeptide S receptor. Q6W5P4. CHO-NPSR cells, cAMP TR-FRET, antagonist mode. Potency, µM (titrated, usually from 38.3 µM), for inactives: at the top dose activity change, negative = inhibition, hits mostly inhibitors. hit rate 1% among 220,000. AID 1461; also: % is scaled to controls: 0 for no effect and ±100 for the full control effect; nearly all actives have a fitted effect of over 50% in size; many of its hits are not listed in these tables
Target sequence (Q6W5P4 whole entry, looked up): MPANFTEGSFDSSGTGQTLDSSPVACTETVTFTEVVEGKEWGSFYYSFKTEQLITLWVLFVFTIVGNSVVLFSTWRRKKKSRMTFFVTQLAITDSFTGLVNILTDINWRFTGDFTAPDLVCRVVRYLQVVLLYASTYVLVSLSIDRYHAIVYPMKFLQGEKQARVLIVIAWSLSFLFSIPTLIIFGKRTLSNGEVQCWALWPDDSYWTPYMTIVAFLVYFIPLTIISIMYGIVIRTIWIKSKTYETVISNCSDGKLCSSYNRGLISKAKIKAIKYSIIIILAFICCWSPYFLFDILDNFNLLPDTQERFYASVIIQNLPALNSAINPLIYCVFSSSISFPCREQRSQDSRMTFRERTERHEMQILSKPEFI
GLA spleen mod: inhibits or activates alpha-galactosidase in human spleen homogenate | hit rate 0.008% among 240,000 | human spleen homogenate, 4MU-alpha-Gal fluorescence, 40 min | Potency, µM (doses to about 80 µM), inactives show at the highest dose activity change, negative = inhibition, hits mostly inhibitors | AID 2107 | P06280;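 also: 0% = enzyme with vehicle and -100% = no enzyme basal signal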
Target sequence (P06280 32-429 limits assumed): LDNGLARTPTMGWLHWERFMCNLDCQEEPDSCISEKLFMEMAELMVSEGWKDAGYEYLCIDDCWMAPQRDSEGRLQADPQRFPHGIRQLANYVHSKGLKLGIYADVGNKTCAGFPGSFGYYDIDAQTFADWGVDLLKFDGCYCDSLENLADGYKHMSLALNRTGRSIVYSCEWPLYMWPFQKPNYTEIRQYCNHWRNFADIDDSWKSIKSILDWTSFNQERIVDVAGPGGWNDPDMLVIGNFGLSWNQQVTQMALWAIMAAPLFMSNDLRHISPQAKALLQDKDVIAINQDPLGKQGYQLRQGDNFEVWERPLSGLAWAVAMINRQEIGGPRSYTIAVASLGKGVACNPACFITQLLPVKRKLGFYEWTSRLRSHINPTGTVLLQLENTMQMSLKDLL
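Human spleen homogenate (1 ug) as enzyme source, 4-methylumbelliferyl-alpha-D-galactopyranoside 1 mM final, citrate/phosphate pH 5.0 with 0.01% Tween-20. Compounds 40 min at 37C, NaOH/glycine stop; fluorescence Ex 365/Em 440, Hill-fit AC50.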
Tau fluor counter: counter-screen for tau fibril formation inhibitors; hit rate 0.93% among 280,000; tau K18 P301L Alexa594 fluorescence, heparin fibrillization; Potency, µM (top dose mostly 57.7 µM), without a hit: top-dose activity change, negative = decrease; AID 1463; also: % is scaled to controls: 0 for no effect and ±100 for the full control effect; nearly all actives have a fitted effect of over 55% in size
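Human tau K18 P301L (15 uM unlabeled, 0.24 uM Alexa 594-labeled) in 100 mM sodium acetate pH 7 with 20 uM heparin, 6 hr at 37 C. ThT 30 uM added, 1 hr ambient; Alexa 594 FP and total fluorescence read at 555/632 nm.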
GAA glycogen: inhibitors or activators of human alpha-glucosidase glycogen cleavage | recombinant GAA, glycogen substrate, Amplex Red glucose oxidase fluorescence | AID 2100 | hit rate 0.38% among 300,000 | Potency, µM (series often up to 76.4 µM), without a hit: at the highest dose activity change, negative = inhibition, hits mostly inhibitors;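 also: 0% = full enzyme reaction and -100% = no-enzyme basal signal; the screen sought inhibitors and activators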
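qHTS, 1536-well; enzyme 4 nM final; cpd up to 77 uM; substrate bovine liver glycogen 30 ug; 50 mM citrate/phosphate pH 5.0, 0.01% Tween-20; 37 C, 40 min; Amplex Red detection 45 min RT; Hill fit → AC50.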
aGlu spleen mod: inhibitors or activators of human alpha-glucosidase in spleen homogenate. AID 2112. human spleen homogenate, 4-MU-alpha-glucoside fluorescence. P10253. hit rate 0.006% among 240,000. Potency, µM (doses to about 79.9 µM), inactives show at the highest dose activity change, negative = inhibition, hits mostly inhibitors;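 also: 0% = enzyme with vehicle and -100% = no enzyme basal signal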
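Compounds were titrated against alpha-glucosidase in spleen homogenate at pH 5.0, with 1 mM 4-methylumbelliferyl substrate for 40 min at 37 C. Reactions were quenched with pH 10 NaOH/glycine and fluorescence measured.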
GAA inh: blocks human lysosomal alpha-glucosidase; P10253; AID 1466; hit rate 0.005% among 200,000; Potency, µM (top dose mostly 76.9 µM), inactives show at the top dose activity change, negative = inhibition, hits mostly inhibitors; purified human GAA, 4-MU-alpha-glucoside fluorescence;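 also: plate controls were uninhibited enzyme wells for no effect and no-enzyme background for full effect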
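Endpoint fluorogenic read: 20 min room-temperature reaction of 4 nM human alpha-glucosidase with 400 uM 4-methylumbelliferyl-alpha-D-pyranoside, pH 5.0, quenched with 1M NaOH/1M glycine pH 10. AC50 from Hill modeling.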
* marks the source's active call; other numbers are inactive results; ? = inconclusive; / = no result given; [ ] = remark or other dose. Unless noted, calls follow the shape of the dose curve; as a rule, active = well fitted curve in the direction sought with a large enough effect; inconclusive = small, poorly fitted or top-dose-only effect, or another doubt; inactive = no such curve, though single readings can be large; an effect the other way counts as inactive or inconclusive. Potency is read from the fitted curve at half-maximal effect. This is a subset; the hit share may differ from the screen's.

SMILES	ALDH1A1 inh	Epigenetic derep	NPSR antagonist	GLA spleen mod	Tau fluor counter	GAA glycogen	aGlu spleen mod	GAA inh
Nc1nc(SCC(=O)c2ccc([N+](=O)[O-])cc2)n[nH]1	3%	7.5%	8%	7%	-3%	?	0%	12%
Cc1ccc(-n2nnnc2SCC#N)cc1	-7%	9.5%	13%	2%	5%	0%	3%	-1%
O=C(CS(=O)c1cccc(Cl)c1)Nc1ccccc1Cl (stereo unspecified)	0%	-1.1%	-8%[46.1 µM]	-2%	-1%	4%	-11%	1%
CCn1nnnc1SCC(=O)N1c2ccccc2Sc2ccccc21	13µM*	1.2%	-22%[46.1 µM]	8%	-15%	-15%	-3%	1%
Cc1ccc(CNC(=O)c2ccc3c(c2)NC(=O)C(N2CCOCC2)S3)cc1 (stereo unspecified)	3%	-4.2%	-5%	6%	-2%	-3%	3%	-9%
O=C(N/N=C/c1ccccn1)c1cc([N+](=O)[O-])cc([N+](=O)[O-])c1	-9%	?	-34%	5%	-16%	7%	2%	0%
Cc1ccccc1Nc1nc(-c2sc(NC(=O)c3ccco3)nc2C)cs1	20µM*	-0.9%	-31%[46.1 µM]	-4%	?	-8%	-7%	-6%
O=[N+]([O-])c1ccccc1Nc1c2ccccc2nc2ccccc12	6%	2.2%	-17%	5%	?	-13%	2%	0%
COc1cnc(-c2ccccc2)[nH]c1=O	6%	-1.1%	-7%	-5%	-3%	4%	-4%	2%
Cn1c(=O)oc2cc(S(=O)(=O)NCCN3CCc4ccccc4C3)ccc21	7%	-1.0%	-2%[46.1 µM]	8%	3%	5%	7%	0%
Cc1cc(C(=O)N(C)C)sc1-c1ccccc1	0%	-2.0%	12%[46.1 µM]	0%	1%	1%	-6%	-5%
Brc1ccc(NCc2cccc3ccccc23)nc1	-8%	0.8%	-23%[46.1 µM]	4%	-29%	/	0%	-7%

Limited to Epigenetic derep and GAA glycogen, for 3 of the compounds above:
molecule | Epigenetic derep | GAA glycogen
Cc1ccc(CNC(=O)c2ccc3c(c2)NC(=O)C(N2CCOCC2)S3)cc1 (stereo unspecified) | -4.2% | -3%
O=C(N/N=C/c1ccccn1)c1cc([N+](=O)[O-])cc([N+](=O)[O-])c1 | ? | 7%
Cc1ccccc1Nc1nc(-c2sc(NC(=O)c3ccco3)nc2C)cs1 | -0.9% | -8%

Following part.
SMILES	ALDH1A1 inh	Epigenetic derep	NPSR antagonist	GLA spleen mod	Tau fluor counter	GAA glycogen	aGlu spleen mod	GAA inh
C/C(=N\NC(=O)c1c(Cl)cnn1C)c1ccc(NC(=O)c2ccncc2)cc1	?	0.0%	-9%	6%	-4%	-2%	2%	-2%
Cc1ocnc1C(=O)Nc1ccc(Cl)cc1	-1%	-0.3%	-6%[46.1 µM]	3%	-11%	-6%	-8%	-6%
O=P(COCCOCCOCCOCP(=O)(c1ccccc1)c1ccccc1)(c1ccccc1)c1ccccc1	1%	-3.5%	-3%	5%	5%	-2%	4%	-8%
COc1ccc(C(=O)CN2C(=O)COc3ccccc32)cc1	?	0.9%	9%	-1%	-18%	6%	3%	3%
COC(=O)C(C)NC(=O)c1ccc(C(C)(C)C)cc1 (stereo unspecified)	0%	1.0%	19%	6%	8%	-7%	10%	7%
COc1ccccc1C(=O)C1CCCN(C(=O)c2cn3cc(Cl)ccc3n2)C1 (stereo unspecified)	2%	-1.1%	-1%	-6%	16%	-1%	-4%	7%
Cc1cc(C)nc(N2CCCC(C(=O)NCc3ccc4c(c3)OCO4)C2)n1 (stereo unspecified)	?	3.9%	6%	-11%	6%	3%	-3%	-3%
O=C(COc1ccc(Cl)cc1Cl)NN1C(=O)C2C3C=CC([C@@H]2C1=O)C31CC1 (stereo partly specified)	/	0.0%	3%	-2%	-9%	0%	1%	/
COC(=O)c1ccccc1NS(=O)(=O)c1cn(C)c(=O)n(C)c1=O	-3%	0.0%	-3%[46.1 µM]	2%	1%	2%	-3%	2%
CCN1CCN(S(=O)(=O)c2cc(C(=O)O)ccc2Cl)CC1	/	-1.0%	-17%	3%	1%	5%	0%	/
OCCCNC(c1ccccc1)c1ccc(O)cc1 (stereo unspecified)	?	-1.2%	-9%[46.1 µM]	-6%	3%	-15%	-4%	-10%
O=C(Nc1cccc(Oc2ccc3c(c2)C(=O)NC3=O)c1)c1ccco1	5%	-1.8%	-10%[46.1 µM]	9%	?	-11%	0%	2%
CCCC(c1nnnn1Cc1ccc(OC)cc1)N1CCC(C(N)=O)CC1 (stereo unspecified)	-3%	0.1%	-3%[46.1 µM]	9%	1%	-8%	-12%	1%
CCN1CCN(C(c2cccs2)C(C)NC(=O)c2ccccc2F)CC1 (stereo unspecified)	15%	-0.9%	-4%[46.1 µM]	-3%	-2%	2%	-12%	?
COc1ccc(N2C(=O)/C(=C/c3cccnc3)NC2=S)cc1	4%	1.0%	-12%	-3%	-2%	10%	-7%	-7%
Cc1ccc([N+](=O)[O-])cc1N1C(=O)CS/C1=N\NC(=O)c1cccnc1	-3%	-1.5%	7%	-7%	3%	-2%	-4%	4%
O=C(CCCOc1ccccc1)NCCc1ccccc1	4%	5.9%	11%	-5%	-15%	1%	-5%	0%
O=c1/c(=C\c2ccc(O)cc2)sc2nc(-c3ccccc3)c(-c3ccccc3)n12	/	0.0%	?	5%	?	-5%	3%	/
COc1ccc(C(=O)OCC2CC(c3ccccc3)=NO2)cc1OC (stereo unspecified)	?	-0.1%	-1%	0%	-7%	-2%	-4%	-1%
Cc1[nH]c(=S)n(CC2CCCO2)c1C (stereo unspecified)	?	-0.7%	-12%[46.1 µM]	-11%	-5%	?	-10%	-2%
O=C1CCCc2c1nc(-c1ccco1)n2O	?	-1.9%	12%[46.1 µM]	-6%	-2%	-1%	-7%	5%
CC(C)C(NC(=O)c1ccc(C(C)(C)C)cc1)C(=O)NC1=NCCS1 (stereo unspecified)	3%	1.8%	-1%[46.1 µM]	7%	-12%	9%	5%	7%
CN(NC(=O)c1ccccc1F)c1ncccc1[N+](=O)[O-]	/	-1.9%	14%	9%	-30%	3%	-4%	/
CCOC(=O)N1CCc2c(sc3ncn(Cc4ccc(F)cc4)c(=O)c23)C1	/	-2.4%	44%	5%	-17%	-1%	5%	/
Cc1[nH]c2ccccc2c1/C=N/Nc1ccccc1[N+](=O)[O-]	-10%	-0.4%	10µM*	10%	2µM*[quencher]	6.3µM*	2%	-3%
Cc1ccc(S(=O)(=O)NC(=O)Nc2ccc(F)cc2)cc1	-1%	0.0%	25%[46.1 µM]	-1%	0%	-5%	-11%	-1%
COc1ccc(C(CC(=O)N2CCCCC2)C(C)C)cc1 (stereo unspecified)	-3%	0.0%	-8%	-3%	-13%	10%	-2%	-5%
COCCNC(=O)c1ccccc1NC(=O)c1ccccc1N(C)S(C)(=O)=O	18%	-1.3%	18%	8%	7%	-3%	6%	2%
CC(=O)Nc1ccc(NC(=O)Cn2ccc([N+](=O)[O-])n2)cc1	0%	1.4%	15%	9%	-6%	-16%	2%	?
CN1CCN(CC#CC(C)(O)C2CC3C=CC2C3)CC1 (stereo unspecified)	?	-1.5%	-6%[46.1 µM]	2%	6%	5%	2%	6%
O=C(O)C1CCC(N2C(=O)C3CCCCC3C2=O)CC1 (stereo unspecified)	4%	-2.4%	-6%[46.1 µM]	9%	-6%	6%	4%	-7%
O=C(c1ccccc1-c1ccccc1)N1CCCCC1	2%	-7.7%	-5%	-4%	0%	18%	-11%	-25%
COCCn1c(-c2ccc(-c3ccccc3Cl)o2)nc2c1c(=O)[nH]c(=O)n2CC(C)C	-12%	1.0%	-5%[46.1 µM]	25%	-9%	3%	-4%	0%
CCCCn1c(=O)[nH]c(=O)c2c1nc(-c1ccncc1)n2CCOC	?	0.9%	-3%[46.1 µM]	25%	2%	1%	-12%	2%
c1ccc(NC2=NCCCCS2)cc1	-3%	1.2%	1%[46.1 µM]	-1%	-12%	1%	3%	2%
CCOC(=O)CNC(=O)CNC(=O)c1ccc(OCC(C)C)cc1	-4%	0.5%	-3%[7.67 µM]	6%	-9%	-12%	2%	-1%
Cc1cccc(C)c1OCCn1nc(C(=O)O)c2ccccc2c1=O	1%	-0.6%	-17%[46.1 µM]	4%	-14%	-4%	-3%	3%

A draw from above in order of length of the SMILES, high to low.
SMILES	ALDH1A1 inh	Epigenetic derep	NPSR antagonist	GLA spleen mod	Tau fluor counter	GAA glycogen	aGlu spleen mod	GAA inh
O=C(COc1ccc(Cl)cc1Cl)NN1C(=O)C2C3C=CC([C@@H]2C1=O)C31CC1 (stereo partly specified)	/	0.0%	3%	-2%	-9%	0%	1%	/
COc1ccccc1C(=O)C1CCCN(C(=O)c2cn3cc(Cl)ccc3n2)C1 (stereo unspecified)	2%	-1.1%	-1%	-6%	16%	-1%	-4%	7%
CC(=O)Nc1ccc(NC(=O)Cn2ccc([N+](=O)[O-])n2)cc1	0%	1.4%	15%	9%	-6%	-16%	2%	?
CCN1CCN(C(c2cccs2)C(C)NC(=O)c2ccccc2F)CC1 (stereo unspecified)	15%	-0.9%	-4%[46.1 µM]	-3%	-2%	2%	-12%	?
CCOC(=O)CNC(=O)CNC(=O)c1ccc(OCC(C)C)cc1	-4%	0.5%	-3%[7.67 µM]	6%	-9%	-12%	2%	-1%
O=C(O)C1CCC(N2C(=O)C3CCCCC3C2=O)CC1 (stereo unspecified)	4%	-2.4%	-6%[46.1 µM]	9%	-6%	6%	4%	-7%

Entries listed so far shown as hits in NPSR antagonist:
Molecule | ALDH1A1 inh | Epigenetic derep | NPSR antagonist | GLA spleen mod | GAA glycogen | aGlu spleen mod | GAA inh
Cc1[nH]c2ccccc2c1/C=N/Nc1ccccc1[N+](=O)[O-] | -10% | -0.4% | 10µM* | 10% | 6.3µM* | 2% | -3%
